GAA glycogen mod: alters human alpha-glucosidase cleavage of glycogen. 300,000 tested, 0.38% active. Potency, µM (highest dose often 76.4 µM), for the others: top-dose activity change, negative = inhibition, actives largely listed as inhibitors. recombinant GAA, glycogen substrate, Amplex Red glucose oxidase fluorescence. P10253;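 further: 0% = full enzyme reaction and -100% = no-enzyme basal signal; the screen sought inhibitors and activators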
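Recombinant enzyme (4 nM final) with compounds titrated up to 77 uM and bovine liver glycogen (30 ug) in citrate pH 5.0, 0.01% Tween-20, 37 C 40 min. Released glucose detected by Amplex Red/glucose oxidase (Ex 573/Em 610); AC50 from Hill fits.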
HTT ATP protect: cytoprotection in Huntington HTT-Q103 PC12 cell model; Potency, µM (series often up to 56.4 µM), for inactives: cytoprotection (ATP increase), hits mostly activators; AID 1471; 230,000 tested, 0.14% active; PC12 HTT-Q103 induced, cytoprotection, ATP luminescence, 40 h;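 further: % of control where 0% means no effect; nearly all actives have a fitted effect of over 45% in size; toxic huntingtin expression switched on by the ecdysone agonist tebufenozide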
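Stable PC12 Q103-GFP cells in serum-supplemented, phenol red-free DMEM; induction by tebufenozide at 100 nM final; compound dose series; cell viability quantified luminescently from ATP.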
HTT aggregate: reduces HttQ103-GFP aggregates in PC12 cells; AID 1688; PC12 HttQ103-GFP aggregates, Acumen cytometry, 40 h; Potency, µM (series often up to 46.1 µM), for inactives: top-dose activity change, negative = inhibition, hits mostly inhibitors; 220,000 tested, 1.1% active; further: on the % scale 0 is the no-effect control and ±100 the full control effect; nearly all actives have a fitted effect of over 60% in size
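Multiplexed with ATP-based cell death, this channel scores GFP aggregates in PC12 cells expressing inducible HTTex1-Q103-GFP. Induction used 100 nM tebufenozide; compounds were tested in concentration series.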
GAA spleen mod: lysosomal alpha-glucosidase (human) modulation. P10253. human spleen homogenate, 4-MU-alpha-glucoside fluorescence. Potency, µM (highest dose often 79.9 µM), without a hit: at the highest dose activity change, negative = inhibition, hits mostly inhibitors. 240,000 tested, 0.006% active. AID 2112;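 further: 0% = enzyme with vehicle and -100% = no enzyme basal signal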
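AC50 values come from Hill-equation fits of concentration-response data, normalized to no-enzyme and full-activity controls. Enzyme source: 1 ug human spleen homogenate; 1 mM fluorogenic 4-MU glucoside, pH 5.0 citrate buffer, 37 C, 40 min.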
GAA inhib: alpha-glucosidase (human) inhibition | P10253 | Potency, µM (titrated, usually from 76.9 µM), for inactives: top-dose activity change, negative = inhibition, most hits filed as inhibitors | 200,000 tested, 0.005% active | purified human GAA, 4-MU-alpha-glucoside fluorescence;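 further: plate controls were uninhibited enzyme wells for no effect and no-enzyme background for full effect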
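Human alpha-glucosidase, 4 nM, pre-mixed with test compounds before 400 uM 4-methylumbelliferyl substrate; 20 min room temperature at pH 5.0. Fluorescence read after pH 10 stop; AC50 values from Hill-equation fits.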
GoLoco inh red: RGS12 GoLoco-Gai1 interaction inhibition. P63096. Potency, µM (series often up to 61.6 µM), without a hit: top-dose activity, negative = inhibition, usual class: inhibitors. AID 880. 230,000 tested, 0.44% active. Gai1:RGS12 GoLoco peptide FP, rhodamine, 10 min; active means well fitted inhibition curve with a large enough effect, not every such curve was filed as active; inactive means no such curve, though single readings can be large or run the other way; further: on the % scale 0 is the no-effect control and ±100 the full control effect; nearly all actives have a fitted effect of over 30% in size; many of its hits are not listed in these tables
Target sequence (P63096 whole entry, looked up): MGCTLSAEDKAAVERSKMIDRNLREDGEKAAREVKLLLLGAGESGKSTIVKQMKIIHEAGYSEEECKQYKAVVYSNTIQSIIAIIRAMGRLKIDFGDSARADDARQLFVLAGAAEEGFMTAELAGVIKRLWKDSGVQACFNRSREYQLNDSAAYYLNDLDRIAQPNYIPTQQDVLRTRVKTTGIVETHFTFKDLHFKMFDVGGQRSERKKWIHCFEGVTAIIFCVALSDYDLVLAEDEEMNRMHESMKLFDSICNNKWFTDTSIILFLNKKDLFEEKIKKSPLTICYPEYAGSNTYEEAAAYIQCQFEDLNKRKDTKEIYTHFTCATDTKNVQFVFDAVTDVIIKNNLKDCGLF
IMPase Li cell: IMPase inhibition in cells with lithium potentiation; CHO-M1 cells, IP1 TR-FRET (IP-One), carbachol + lithium; 210,000 tested, 0.35% active; AID 1457; Potency, µM (doses to about 59.4 µM), without a hit: at the top dose activity, negative = IMPase inhibition, hits mostly inhibitors;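 further: IP1 builds up when IMPase is blocked and the TR-FRET signal falls; plate controls were basal vehicle for no effect and high inhibitor control for full effect; nearly all actives have a fitted effect of over 50% in size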
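Concentration–response in CHO-M1 cells, lithium-potentiated; 30 min at 37C. IP1 detected by competitive TR-FRET after 10 min lysis at RT. Hill-fitted AC50.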
The depositor's hits bear a star; ? = inconclusive; nt = no result given; & = joins results of further samples; [ ] = remark or other dose. Unless noted, the call rests on the fitted dose curve; in most records, active means well fitted curve in the direction sought with a large enough effect; inconclusive means small, poorly fitted or top-dose-only effect, or another doubt; inactive means no such curve, though single readings can be large; an effect the other way counts as inactive or inconclusive. Potency means the concentration at half of the fitted maximal effect. Only part of the results is shown; rates above refer to the full screens.

Order of values – GAA inhib | IMPase Li cell | HTT aggregate | GAA glycogen mod | HTT ATP protect | GoLoco inh red | GAA spleen mod
#1 C#CCNC(=O)C1=C[C@H](c2ccc(Br)cc2)C[C@H](OCc2ccc(CO)cc2)O1
  nt | 9% | 3%[9.22 µM] | -4% | 0%[10 µM] | -5% | 3%
#2 COc1ccccc1NNC(=O)c1cccnc1Oc1ccccc1
  2%[15.4 µM] | nt | 15%[9.22 µM] | ? | 3%[10 µM] | 0% | 0%
#3 CCCC(=O)Nc1sc2c(c1C(=O)OC)C(C(=O)OC)CC2 (configuration not stated)
  -4% | 14% | -17% | -10% | -4%[10 µM] | -2% | 0%
#4 CCN(CC)CCOc1cccc(C(C)C)c1
  1% | 25%[38.3 µM] | -10% | 7% | 4%[10 µM] | -8% | 0%
#5 C[C@@H](CN1CCC(Cc2ccccc2)CC1)[C@@H](O)c1ccc(O)cc1
  nt | 18%&15% | nt | nt | 0% | -2%&4% | 8%&-9%
#6 Cc1cc(C)nc(SCc2csc(N)n2)n1
  4% | nt | -4% | -12% | -3%[10 µM] | nt | 3%
#7 O=C(CCCN1C(=O)/C(=C/c2ccco2)SC1=S)Nc1cccc(C(=O)O)c1
  nt | nt | -12%[9.22 µM] | -8% | 6%[10 µM] | 15% | -14%
#8 Cc1ccccc1Nc1c(-c2ccc(N3CCOCC3)cc2)nc2ncccn12
  -1% | -14% | 3% | ? | -160%[inhibitor] | 5% | 6%
#9 COc1ccc(S(=O)(=O)Cc2ccc(C(=O)N3CCc4ccccc4C3)o2)cc1
  -14% | 4%[38.3 µM] | 24% | 3% | -4% | 17% | -19%
#10 CC#CCCC(=O)N1C=Cc2ccccc2C1C#N (configuration not stated)
  -6% | 7%[38.3 µM] | 2% | 2% | -26% | -2% | -17%
#11 C(=N\Nc1ccc2nncn2n1)/c1ccccn1
  -2% | nt | -3%[9.22 µM] | -6% | 1%[10 µM] | 4% | 1%
#12 COc1cccc(C2C3CN(C)CC=C3C(C#N)=C(N)C2(C#N)C#N)c1OC (configuration not stated)
  9% | -3%[38.3 µM] | 27% | -21% | 4%[10 µM] | 2% | -3%
#13 Cc1ccccc1NC(=S)N1CCC(C(=O)c2ccc(F)cc2)CC1
  -8% | 21%[38.3 µM] | 7% | 0% | 3%[10 µM] | -2% | -6%
#14 C/C(=N/O)[C@@H]1C[C@H](CC(=O)O)C1(C)C
  nt | -12% | nt | nt | 10%[10 µM] | -9%[14.2 µM] | nt
#15 CCOC(=O)CCNC(=O)CCNC(=O)C(c1ccccc1)c1ccccc1
  nt | nt | -38%[9.22 µM] | 8% | -26%[10 µM] | 5% | 3%
#16 COc1cccc(-n2c(O)c(C=NCc3ccccn3)c3ccccc3c2=O)c1
  nt | nt | 0%[9.22 µM] | -3% | 1%[10 µM] | 3% | 1%
#17 CC(NC(=O)/C=C/c1ccc(Br)cc1)c1ccc(Cl)cc1 (configuration not stated)
  -3% | -1% | -10% | 0% | nt | 4% | 1%
#18 CCCCC(O)(CCCC)C(=O)NN(C(=O)OC)c1ccccc1
  8% | 14% | -4% | 10% | 21%[10 µM] | -1% | 2%
#19 CCOc1ccc(CC2c3cc(OCC)c(OCC)cc3CCN2C(=O)CN2CCN(C)CC2)cc1OCC (configuration not stated)
  1%[15.4 µM] | nt | -10%[9.22 µM] | 2% | 9%[10 µM] | -7% | -2%
#20 O=C(Nc1cccc(Cl)c1N1CCOCC1)c1ccc2c(c1)OCCO2
  4% | 16% | 13%[9.22 µM] | 6% | -24% | 55%[activator] | 3%
#21 CCc1nnc(NC(=O)C2CCCN2C(=O)Nc2ccccc2)s1 (configuration not stated)
  -1% | 4% | 22% | -11% | 6% | 8% | -3%
#22 COc1cc(/C=C(\C#N)C(=O)NC(C)C)ccc1OCc1ccc(C(=O)O)cc1
  10%[15.4 µM] | nt | -1%[9.22 µM] | 7% | 8%[10 µM] | 6% | 0%
#23 O=C(Cc1ccccc1)Nn1c(-c2ccccc2)nc2ccccc2c1=O
  -12% | -5% | -3% | 5% | ? | 8% | 0%
#24 CC(/C=N/NC(=O)CCn1nnc2ccccc21)=C\c1ccccc1
  2% | -4% | 1% | 10% | 6%[10 µM] | 7% | -9%
#25 CCn1c(SCC(=O)N/N=C/c2ccccc2OCC(=O)O)nnc1-c1ccccc1
  nt | nt | -28%[9.22 µM] | 0% | 4%[10 µM] | 8% | 2%
#26 COCCNC(=O)C1CC(=O)N(c2ccc(OC)cc2)C1c1ccc(OC)cc1 (configuration not stated)
  1% | -8% | 10% | 2% | -13% | 3% | -2%
#27 N#C/C(=C\c1ccc(/C=C(/C#N)c2nn(CCO)c(N)c2C#N)cc1)c1nn(CCO)c(N)c1C#N
  0% | -12% | -1% | -11% | -5%[10 µM] | 47%[activator] | 1%
#28 COC(=O)c1c(CCl)noc1C(=O)NCC1CCCO1 (configuration not stated)
  -5% | 9%[38.3 µM] | -1% | 19% | -24% | 0% | -2%
#29 CC(=O)c1sc(-c2cccc(Cl)c2)nc1C
  -7% | -4% | 15% | 6% | -19% | -2% | -3%
#30 COc1ccc(/C(O)=C2/C(=O)C(=O)N(CCN(C)C)C2c2ccc(F)cc2)cc1Cl (configuration not stated)
  -6% | nt | 12% | -11% | 8% | nt | 2%
#31 CC(=O)c1ccc(N=c2scc(C)n2C(C)C)cc1
  -4% | 3% | -6% | 5% | 12% | 9% | -1%
#32 Cc1nc(SCC(=O)Nc2c(C)nn(C)c2C)c2cnn(-c3ccccc3)c2n1
  0% | 15%[38.3 µM] | -12% | 5% | -22% | -18% | -1%
#33 CCCSc1nnc2nc(C)cc(C)n12
  -6% | 0%[38.3 µM] | -7% | -8% | 0% | 5% | -2%
#34 COc1ccc(-c2csc(N3C(=O)C4C5c6ccccc6C(c6ccccc65)C4C3=O)n2)cc1 (configuration not stated)
  -3% | -7% | -12% | -4% | 6%[10 µM] | 5% | 3%
#35 CCN1CCN(C(=S)c2ccc(O)cc2)CC1
  5% | 5% | 11%[9.22 µM] | 5% | 13%[10 µM] | -6% | -4%
#36 Cc1cc(C)n(-c2ccc(C(=O)Nc3cc(S(=O)(=O)N(C)C)ccc3Cl)cc2)n1
  -1% | -3% | -5% | -7% | 19%[10 µM] | -2% | 1%
#37 O=C(CCc1nc2ccccc2[nH]1)N1CCN(C(=O)c2ccco2)CC1
  3% | 0% | 2% | 4% | 2% | -3% | 3%
#38 COC(=O)c1cn(C(=O)c2ccccc2F)nc1N
  4% | 10%[38.3 µM] | 8% | 2% | 0%[10 µM] | -7% | 3%
#39 CCc1nnc(NC(=O)CSc2nc3cccnc3n2C2CCCCC2)s1
  -8% | 23%[38.3 µM] | -11% | -2% | 14%[10 µM] | 16% | -22%
#40 CCCc1ccc(Oc2cc(Cl)nc(N)n2)cc1
  -6% | 8% | -2% | 15% | -23%[10 µM] | 6% | -9%
#41 NC(=O)CC(O)c1cccc(Cl)c1 (configuration not stated)
  -5% | -9%[38.3 µM] | -10% | 7% | -4% | -3% | 0%
#42 CCOC(=O)CSc1ncc(OC)c(Sc2ccc(Cl)cc2)n1
  -6% | 11%[38.3 µM] | 10% | -7% | -11% | 6% | -7%
#43 CCCCN(Cc1cc2ccccc2[nH]c1=O)S(C)(=O)=O
  2% | -1% | -16% | 1% | nt | 3% | -1%
#44 COc1ccc2c(c1)C(C1=C(O)CC(C)(C)CC1=O)C1=C(CC(C)(C)CC1=O)O2 (configuration not stated)
  0% | 9%[38.3 µM] | 0% | -3% | -10% | 5% | 5%
#45 CC1CC(C)CN(CCC(=O)Nc2cccc(Cl)c2)C1 (configuration not stated)
  -9% | 3%[38.3 µM] | 8% | -4% | -12% | 0% | -11%
#46 CCCCc1nc2c(c3c1C[C@H](C)OC3)CN(S(=O)(=O)c1ccc(NC(C)=O)cc1)CC2
  nt | 7% | nt | nt | -6%[10 µM] | 1%[14.2 µM] | 6%[17.4 µM]
#47 S=C(NCC1COc2ccccc2O1)Nc1ccc(Br)cc1 (configuration not stated)
  ? | 10% | -31% | -1% | nt | 3% | -9%
#48 Cc1ccsc1/C=N/N1CCN(c2ccccc2)CC1
  -9% | 9%[38.3 µM] | 0% | -10% | -25% | -10% | -3%
#49 CCCc1nnc2c(N(C)S(=O)(=O)c3ccc(C)cc3)nc3ccccc3n12
  2% | 0% | -7% | -6% | -5%[10 µM] | 4% | 1%
#50 COc1ccccc1-c1nc(NC(C)=O)n[nH]1
  4% | 1%[38.3 µM] | 11% | 1% | 7%[10 µM] | 11% | -4%
#51 CCCOc1ccc(-c2cn3ccccc3n2)cc1
  -10% | -6% | 14% | -3% | -156%[inhibitor] | 0% | nt
#52 COc1ccccc1-n1cc(C(=O)NCC(=O)NCc2ccc(F)cc2)c2ccccc2c1=O
  2% | 2% | 9% | 0% | 8%[10 µM] | 2% | 5%
#53 Cc1cc(C(C)(C)C)cc(S(=O)(=O)Nc2ccc(O)c(C(=O)O)c2)c1C
  8% | 8%[38.3 µM] | 9% | 0% | -4% | -17% | 11%
#54 COC(=O)CCCNS(=O)(=O)c1ccc2ccccc2c1
  -1% | -2% | -12% | 3% | 9%[10 µM] | -11% | 8%
#55 COc1ccc(C(=O)/C=C/Nc2ccc([N+](=O)[O-])cc2C)c(OC)c1
  -1% | 7%[38.3 µM] | 6% | 1% | 11%[10 µM] | 7% | 3%
#56 Cn1c(O)c(/C=C2\C=Nc3ccccc32)sc1=Nc1ccc(C(=O)O)cc1
  nt | nt | -17%[9.22 µM] | 8% | 15%[10 µM] | 1% | 2%
#57 CC1CC(=O)Nc2ccc([N+](=O)[O-])cc2N1C (configuration not stated)
  0% | 5% | -1% | 16% | 15%[10 µM] | 8% | -16%
#58 C/C(=N\OC(=O)NC(C)C)c1sc(-c2ccc(Cl)cc2)nc1C
  -14% | 12%[38.3 µM] | -23% | -1% | -40%[inhibitor] | 1% | -1%
#59 CC(O)(C(=O)Nc1ccc(S(=O)(=O)c2ccccc2)cc1)C(F)(F)F (configuration not stated)
  nt | 24%&4% | nt | nt | -58%&3%[inhibitor] | 9%&4% | -3%&10%
#60 Cc1cc(C)c(O)c(-c2n[nH]c3c2C(c2cccc(O)c2)N(Cc2ccco2)C3=O)c1 (configuration not stated)
  -11%[15.4 µM] | nt | 4%[9.22 µM] | ? | -3%[10 µM] | -2% | -4%
#61 COCCNCC(=O)Nc1ccc(OC(F)(F)F)cc1
  6% | 1% | -7% | 4% | -3% | 6% | 7%

Screens as filed in PubChem.
